SIRT5 block: blocks human SIRT5 desuccinylation of peptide; 1.1% of 330,000 active; inhibition, % at 15 µM; Q9NXA8; Purified SirT5, succinyl-peptide AMC, trypsin-coupled fluorescence; in the data active means inhibition above about 15%; inconclusive means no clear call, values can overlap the other calls
S100A4 inh HTS: S100A4-myosin IIA interaction inhibition; S100A4/TAMRA-MyoIIA peptide fluorescence polarization; inhibition, % at 10.7 µM; 0.14% of 360,000 active; AID 652163;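 active means mean inhibition of at least 70% across replicates, with every replicate also reaching that level; inconclusive means mean inhibition reaches 70% but some replicates fall short; inactive means mean inhibition below 70%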
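Test system – S100A4 monomer (human) · Compound – single-point compound testing · Schedule – 5 min incubation before reading · Probe or stimulus – TAMRA-labelled myosin IIA heavy-chain peptide probe, 5 nM · Benchmarks – neutral control DMSO, positive control TFP · Medium – Calcium-containing HEPES buffer, pH 7.2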
E-sel inducer: induces E-selectin expression in human endothelial cells | P16581 | HUVEC E-selectin immunofluorescence imaging; normalized: neutral wells 0, TNF-alpha wells 100 | activation, % at 7.58 µM | 0.37% of 260,000 active | AID 686992;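 active means mean E-selectin-positive cell signal at least 10% of the positive control, reached in at least 60% of replicates, without over 20% cell loss; inconclusive means no rule given, readout overlaps actives, possibly toxicity-flagged; inactive means the rest, including those meeting only one limit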;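 further: in these data hits start at about 27%; measured in HUVEC primary endothelial cells; signal is the percent of cells scored E-selectin positive by PE staining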
Target sequence (P16581 whole entry, looked up): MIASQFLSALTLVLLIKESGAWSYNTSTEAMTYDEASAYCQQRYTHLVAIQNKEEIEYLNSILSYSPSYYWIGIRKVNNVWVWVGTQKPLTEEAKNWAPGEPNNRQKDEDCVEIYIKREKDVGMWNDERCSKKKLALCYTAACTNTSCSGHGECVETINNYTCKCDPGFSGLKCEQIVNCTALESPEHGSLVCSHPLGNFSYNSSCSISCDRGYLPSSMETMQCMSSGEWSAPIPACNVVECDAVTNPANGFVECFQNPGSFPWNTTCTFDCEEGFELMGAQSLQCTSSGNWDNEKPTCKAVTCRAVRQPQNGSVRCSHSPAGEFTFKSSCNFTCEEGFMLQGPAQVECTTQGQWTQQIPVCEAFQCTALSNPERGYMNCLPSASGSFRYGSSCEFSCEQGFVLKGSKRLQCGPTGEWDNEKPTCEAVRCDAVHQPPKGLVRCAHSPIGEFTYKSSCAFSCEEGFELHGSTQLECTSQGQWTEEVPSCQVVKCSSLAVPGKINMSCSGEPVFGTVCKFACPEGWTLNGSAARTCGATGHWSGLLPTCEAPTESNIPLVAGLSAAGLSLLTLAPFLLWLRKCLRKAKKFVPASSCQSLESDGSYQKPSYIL
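System: HUVEC / Compound: single concentration / Signal: immunofluorescence imaging / Read-out: percent E-selectin-positive cells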
PglD DTNB: inhibitors of Campylobacter jejuni PglD acetyltransferase; inhibition, % at 12.5 µM; 0.098% of 360,000 active; purified PglD enzyme, DTNB colorimetric CoA detection; AID 602405; in the data active means inhibition above about 16%, passing the limit was not always enough; inconclusive means no clear call, values can overlap the other calls; further: strong numbers were not always called active
Statin myotox sup: protects C2C12 myotubes from simvastatin toxicity. ATP luminescence, 48 h; scaled: DMSO 0, geranylgeraniol control 100. rescue of ATP level, % at 7.49 µM. 0.78% of 330,000 active. AID 602340;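 active means mean ATP rescue above about 67%, or every replicate alone reaching that limit, limit read from the data, passing the limit was not always enough; inconclusive means no clear call, values can overlap the other calls; inactive means mean under the limit and some replicate under it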;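 further: myotubes were challenged with 10 µM simvastatin during compound exposure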
DENV2 CPE: DENV2-induced cell death inhibition; DENV2-infected cells, cytopathic effect rescue, plate reader; CPE inhibition, % at 9.99 µM; 1.7% of 350,000 active; AID 651640; in the data active means CPE inhibition above about 20%, passing the limit was not always enough; inconclusive means no clear call, values can overlap the other calls; tested in BHK-21 cells;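 further: 0% = median of neutral control wells and 100% = median of positive control wells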
ERp5 block: inhibitors of human ERp5; Q15084; ERp5 insulin aggregation, absorbance 650 nm, 90 min; inhibition, % at 9.99 µM; 0.05% of 350,000 active;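 active means mean replicate inhibition above about 25%, with every replicate also reaching it, limit read from the data, passing the limit was not always enough; inconclusive means only one of those two criteria met; inactive means neither criterion met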
Target sequence (Q15084 whole entry, looked up): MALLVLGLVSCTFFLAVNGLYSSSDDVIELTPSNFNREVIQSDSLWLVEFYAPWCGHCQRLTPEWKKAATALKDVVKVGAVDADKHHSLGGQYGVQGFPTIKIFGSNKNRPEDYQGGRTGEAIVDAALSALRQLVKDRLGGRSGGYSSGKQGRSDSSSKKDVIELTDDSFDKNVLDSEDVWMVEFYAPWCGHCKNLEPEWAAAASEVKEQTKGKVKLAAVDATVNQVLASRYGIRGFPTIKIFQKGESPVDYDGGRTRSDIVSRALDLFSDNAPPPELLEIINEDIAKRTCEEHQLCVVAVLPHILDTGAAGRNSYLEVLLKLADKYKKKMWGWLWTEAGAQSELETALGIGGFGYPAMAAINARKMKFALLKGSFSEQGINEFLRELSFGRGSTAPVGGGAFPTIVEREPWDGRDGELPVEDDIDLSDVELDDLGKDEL
Starred values were filed as active, the others as inactive; ? = inconclusive; nt = not tested or not shown; & = joins results of further samples. The list is partial; count on the stated rates, not on these rows.

SMILES | SIRT5 block | S100A4 inh HTS | E-sel inducer | PglD DTNB | Statin myotox sup | DENV2 CPE | ERp5 block
C[C@@H]1CN([C@@H](C)CO)S(=O)(=O)c2ccc(-c3ccccc3F)cc2O[C@H]1CN(C)C | 0.8 | -11.6 | 0.0 | -3.7 | -24.2 | 4.7 | -4.9
O=C(Nc1ccc(S(=O)(=O)N2CCOCC2)cc1)c1ccc(Cl)c([N+](=O)[O-])c1 | -3.7 | -2.2 | nt | 1.6 | -7.3 | 17.2 | -1.8
CCC(C)(C)NC(=O)CN(C(=O)CCC(=O)Nc1cc(C)ccn1)c1ccc2c(c1)OCCO2 | -1.8 | 9.5 | nt | nt | nt | 5.8 | -4.2
Cc1ccc(S(=O)(=O)N(C)C[C@H]2Oc3ccc(NC(=O)CCC(F)(F)F)cc3C(=O)N([C@H](C)CO)C[C@@H]2C)cc1 | 8.5 | 10.1 | -0.1 | 2.7 | -18.3 | 29.3* | -1.2
C[C@@H]1CN([C@H](C)CO)C(=O)Cc2cc(NS(=O)(=O)c3ccc(F)cc3)ccc2O[C@@H]1CN(C)Cc1ccc(C(=O)O)cc1 | 4.1 | 1.4 | 0.0 | 0.0 | -1.2 | -7.7 | -2.5
CC(C)N(C)CCOC(=O)c1ccccc1Cl | -0.1 | -7.2 | nt | nt | nt | -5.0 | 0.2
CN(C)CC(=O)N[C@@H]1CC[C@@H](CC(=O)NCc2ccccc2F)O[C@@H]1CO | 2.3 | -0.8 | 0.5 | -4.1 | -9.9 | nt | 0.2
O=C(CCC(=O)N1CCOCC1)NCCc1ccc(F)cc1 | -3.7 | -19.4 | nt | -1.4 | 2.4 | -3.3 | -0.7
COCC(=O)N1C[C@H]2[C@@H](c3ccccc31)[C@@H](CO)N2Cc1ccccc1F | 0.6 | 2.6 | 0.1 | 3.0 | 15.4 | -6.2 | 1.0
Cc1ccc(OCC(=O)Nc2cc(-c3nn4c(C)nnc4s3)ccc2C)cc1 | nt | -4.3 | -0.4 | -2.3 | 7.7 | 5.8 | -5.2
O=C(N[C@H]1CC[C@H](CCn2cc(C3(O)CCCC3)nn2)O[C@H]1CO)c1ccccc1F | -3.2 | -10.1 | -0.4 | -1.9 | 38.8 | 3.7 | 1.6
Cn1c(Cc2ccccc2)nnc1SCc1nc2ccccc2c(=O)[nH]1 | -3.9 | 11.4 | nt | 2.2 | -3.9 | -4.9 | 0.8
CN(Cc1ccccc1)C(=O)COC(=O)c1ccc(-n2cnnn2)cc1 | -2.1 | 2.5 | 0.0 | -0.6 | -8.6 | 9.9 | -1.5
COc1cccc(-c2ccc3c(c2)O[C@@H](CN(C)C(=O)c2ccccc2F)[C@H](C)CN([C@H](C)CO)S3(=O)=O)c1 | 6.8 | -15.1 | nt | 4.1 | -81.2 | -0.1 | -2.9
COc1ccc(NC(=O)N(C)C[C@@H]2OCCCC[C@@H](C)Oc3ccc(NS(=O)(=O)c4cccs4)cc3C(=O)N([C@H](C)CO)C[C@@H]2C)cc1 | 5.5 | -2.6 | -0.1 | 1.5 | nt | 18.4 | -4.7
O=C(O)CSc1c(-c2ccccc2)c2cc(Cl)ccc2[nH]c1=O | 0.8 | -8.1 | -3.0 | nt | nt | -1.6 | -8.8
CN1CCN(C(=O)C[C@H]2CC[C@H]3[C@H](COc4ccc(NC(=O)C5CCOCC5)cc4C(=O)N3C)O2)CC1 | -2.2 | 0.2 | 0.0 | -1.5 | -3.8 | -4.5 | 2.9
O=C(c1ccccc1F)N(Cc1cccnc1)Cc1cc2cc3c(cc2[nH]c1=O)OCCO3 | -1.3 | 6.5 | 0.3 | 3.7 | -7.8 | -6.2 | -2.2
Cc1cc(C(=O)NCCCN2CCOCC2)n(-c2ccccc2)n1 | 1.1 | -6.5 | 3.2 | 10.3 | -10.3 | 4.3 | -9.1
Cn1nc(C(F)(F)F)c2cc(C(=O)Nc3ccc(C(F)(F)F)cc3)sc21 | 1.0 | -4.7 | 3.0 | nt | nt | -3.2 | 3.3
CCN(CC)CC(=O)Nc1sc(C)c(C)c1C(=O)c1ccc(C)cc1 | -1.1 | 0.5 | 1.7 | 3.7 | 4.0 | -1.4 | -0.5
CCc1nc2c(OCCc3cccc(OC)c3)cccn2c1N(C)C(=O)c1ccc(C)cc1 | -1.2 | -6.1 | -0.1 | -1.5 | 0.0 | 35.1* | 0.3
Cc1cccc(OCc2nnc(SCC(=O)N3CCCCC3)o2)c1 | -0.8 | -0.6 | 0.5 | -14.5 | 2.9 | 3.0 | -6.0
C[C@H](CO)N1C[C@H](C)[C@H](CN(C)S(=O)(=O)c2cccs2)Oc2ccc(N(C)C)cc2CC1=O | -0.9 | 8.3 | -0.1 | 0.1 | -50.6 | -1.0 | -2.4
CCOc1ccc(/C=N/OCC(=O)Nc2cc(S(=O)(=O)N3CCOCC3)ccc2OC)cc1 | -1.8 | -4.6 | 2.0 | 3.1 | 13.8 | 3.7 | 0.9
COc1ccccc1NC(=O)Nc1cc(C(C)C)ccc1C | -7.4 | -16.6 | nt | -2.1 | 11.8 | -2.4 | 0.1
Cc1ccc(-c2nc(N)sc2C)cc1 | 0.1 | 4.3 | -0.3 | nt | nt | 6.5 | 3.4
O=C(CN1CCN(Cc2ccccc2Cl)CC1)N/N=C/C=C/c1ccco1 | -0.1 | -7.4 | 1.5 | 6.5 | 0.2 | 0.9 | -3.0
COc1ccc(NC(=O)Cc2ccccc2)cc1 | nt | nt | 0.5 | 0.4 | 11.0 | nt | nt
Cc1nn(Cc2c(Cl)cccc2Cl)c(C)c1NC(=O)CCCn1nc([N+](=O)[O-])c(Cl)c1C | nt | -2.1 | nt | 0.6 | nt | -8.4 | 1.9
Cc1ccc(OCCCNC2CCCC2)cc1 | -3.7 | -3.0 | -0.5 | nt | nt | 7.1 | 2.7
C[C@H](CO)N1C[C@H](C)[C@@H](CN(C)S(=O)(=O)c2cn(C)cn2)Oc2ccc(NC(=O)CCCCCC(=O)Nc3ccccc3N)cc2CC1=O | 1.1 | -13.0 | 0.0 | 3.5 | -38.7 | 4.6 | -8.2
COc1ccc(OC)c(S(=O)(=O)NC(=O)C2(C)CCN2C(=O)c2ccco2)c1 (centres undefined) | -1.2 | 0.1 | 0.0 | -7.4 | 1.6 | 8.7 | -2.6
COCC#Cc1ccc2c(c1)O[C@@H](CN(C)Cc1cncnc1)[C@@H](C)CN([C@H](C)CO)S2(=O)=O | 0.2 | -2.1 | -0.2 | 1.3 | nt | -11.9 | -11.3
COC(=O)C[C@H]1C[C@@H]2c3cc(NC(=O)NC4CCCC4)ccc3O[C@@H]2[C@H](CO)O1 | -29.0 | -0.5 | -0.2 | 1.6 | -2.3 | -5.4 | -0.4
NS(=O)(=O)c1ccc(NC(=O)Cn2ncc3c2-c2ccccc2OC3)cc1 | -2.5 | -4.9 | -0.4 | -4.7 | 17.8 | -5.9 | 2.1

Profiles, looked up by structure. Order of screens: SIRT5 block	S100A4 inh HTS	E-sel inducer	PglD DTNB	Statin myotox sup	DENV2 CPE	ERp5 block
Entry for `Cc1ccc(-c2nc(N)sc2C)cc1` → 0.1	4.3	-0.3	nt	nt	6.5	3.4
Entry for `COc1ccccc1NC(=O)Nc1cc(C(C)C)ccc1C` → -7.4	-16.6	nt	-2.1	11.8	-2.4	0.1

(list continues)
SMILES | SIRT5 block | S100A4 inh HTS | E-sel inducer | PglD DTNB | Statin myotox sup | DENV2 CPE | ERp5 block
Cc1nn(CC(=O)N/N=C/c2ccc3c(c2)OCO3)c(C)c1Br | -1.7 | 0.2 | -0.4 | 6.3 | nt | 4.4 | -1.4
CCC(=O)N1CC[C@H]2[C@@H]1c1cc(-c3ccccc3)ccc1N(C)[C@H]2CO | -8.7 | 4.5 | -0.7 | -0.8 | 8.0 | 7.4 | -3.3
CN(C(=O)COc1ncnc2c1cnn2-c1ccccc1)C1CCCCC1 | 1.3 | -0.2 | -2.4 | 1.5 | 0.9 | nt | 2.5
COc1ccccc1NC(=O)N[C@@H]1C=C[C@H](CC(=O)NCc2ccc(Cl)c(Cl)c2)O[C@H]1CO | 0.8 | -8.2 | -0.4 | -3.2 | 27.6 | 13.6 | 0.1
CO[C@H]1CN(C)C(=O)c2cc(NC(=O)NC3CCCCC3)ccc2OC[C@H](C)N(CCc2ccccc2)C[C@H]1C | 1.8 | 2.2 | -0.1 | 0.8 | -17.7 | -0.9 | -4.1
CC(C)c1nnc(SCC(=O)N2CCN(C(=O)c3ccco3)CC2)n1N | -2.3 | -4.3 | nt | nt | 6.7 | -4.4 | 6.9
CN(C(=O)CNC(=O)c1ccc(Br)o1)C1CCCCC1 | 1.2 | -3.6 | nt | -1.0 | -1.7 | ? | 8.3
O=C(NCc1ccccc1)c1ccc(NC(=O)c2ccco2)cc1 | 1.3 | 1.6 | 0.4 | 0.6 | nt | 1.3 | -5.3
Cc1ccc(NC(=O)C2CCCCC2C(=O)O)cc1C (centres undefined) | 0.6 | -0.3 | 0.9 | 0.3 | 5.5 | 14.2 | 0.5
COc1cc(CN2CC(=O)N(c3ccccc3Cl)C2=S)cc(OC)c1OC | -4.6 | -6.6 | 0.0 | 0.6 | 2.9 | 1.5 | -2.4
C[C@H](NC(=O)C[C@H]1CC[C@H](NC(=O)C2CC2)[C@@H](CO)O1)c1ccccc1 | -8.2 | -22.3 | 0.1 | 9.8 | 5.3 | -4.4 | -3.2
Cc1cc(S(=O)(=O)c2ccc(Cl)cc2)nc(S(=O)(=O)c2ccc(Cl)cc2)c1C#N | -4.7 | -5.6 | -0.2 | -4.0 | -147.6 | 19.7 | -0.5
CC(C)c1ccc(C2(C)NC(=O)N(CC(=O)NC3(C#N)CCCC3)C2=O)cc1 (centres undefined) | -1.6 | 0.9 | 0.9 | nt | 2.3 | -0.6 | -1.1
CC1(c2ccc(Cl)cc2)NC(=O)N(CC(=O)Nc2ccc(F)cc2)C1=O (centres undefined) | -0.4 | -5.6 | nt | 6.7 | 9.2 | 3.0 | 6.6
CC(C)NC(=O)Nc1cccc2c1O[C@H](CN(C)Cc1ccc3c(c1)OCO3)[C@@H](C)CN([C@H](C)CO)C2=O | 8.4 | 5.4 | -0.1 | nt | nt | -1.1 | -2.2
Cc1cccc(CC(=O)NC2CCS(=O)(=O)C2)c1 (centres undefined) | 11.8 | -0.3 | -0.6 | 2.7 | -1.1 | -1.1 | 3.0
COC(=O)C(CC(=O)c1ccc(Br)cc1)n1cccn1 (centres undefined) | 1.6 | -2.6 | nt | 0.7 | 0.2 | -2.3 | 4.0
N#Cc1cccc(-c2ccc3c(c2)[C@H]2[C@H](CCN2S(=O)(=O)c2cccc(F)c2)[C@H](CO)N3)c1 | 0.4 | 0.8 | 0.4 | 0.0 | -14.0 | 3.0 | -3.1
CCCC(C)NC(=O)CSc1nnc(-c2c[nH]c3ccccc23)o1 (centres undefined) | -2.2 | 1.7 | -3.4 | nt | nt | nt | 2.5
Cc1ccc(-c2nc(CS(=O)CC(=O)NCc3ccc(F)cc3)c(C)o2)cc1 (centres undefined) | -6.5 | 5.7 | 0.2 | 2.6 | 2.2 | 1.7 | -4.0
COc1ccc2cc(C(=O)N(C)Cc3ccccc3)[nH]c2c1 | -0.4 | -0.9 | -0.1 | -7.4 | 9.5 | -7.9 | 0.7
O=C(C[C@@H]1CC[C@@H]2[C@H](COC[C@H](O)CN2C(=O)c2cccnc2)O1)NCC1CC1 | 2.5 | -4.2 | 0.7 | -0.6 | 10.5 | 4.5 | -4.1
Cc1[nH]c(=O)[nH]c(=O)c1CCSSCCc1c(C)[nH]c(=O)[nH]c1=O | nt | -3.8 | 0.3 | nt | nt | ? | 3.8
COc1cccc(NC(=O)N(C)C[C@@H]2OCc3cnnn3CCCC(=O)N([C@H](C)CO)C[C@@H]2C)c1 | -3.9&-3.7&-1.4 | -2.1&-2.6&2.9 | 0.0&-0.2 | 1.0&6.4 | 0.4&-21.7&9.3 | -1.5&-11.2&-0.5 | 5.8&1.1&-1.9
O=C(NCc1ccco1)C1CCCN(S(=O)(=O)c2ccccc2)C1 (centres undefined) | 6.3 | 6.2 | nt | -3.2 | 133.0* | 3.2 | 4.7

Compound activity: PubChem, Broad Institute
